Pf apPOL block = Pf-apPOL DNA polymerase inhibition; Recombinant Pf-apPOL, molecular beacon fluorescence, 1.5 h; inhibition, % at 10 µM; 210,000 compounds, 0.25% hits
mHTT CaM bind = mHTT-calmodulin interaction abrogation. inhibition, % at 15 µM. 190,000 compounds, 3.6% hits. P42858. AlphaScreen His-mHTT/GST-CaM binding, luminescence. AID 1671202;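 further: 0% = both proteins with DMSO and 100% = one protein alone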
Numbers without * were called inactive; i = inactive; nt = not tested or not shown; ! = a repeat was not active. No stated cut-off is given here; in the data, active means inhibition above about 50%; inactive means the rest.

SMILES	Pf apPOL block	mHTT CaM bind
CCCCC1CN2CCc3c([nH]c4ccccc34)C2(C)C1 (stereo not drawn)	nt	25
O=S(=O)(NCc1ccc(F)cc1)c1ccccc1Br	6	-7
Cc1cc(C)c2sc(N(CCCN3CCOCC3)C(=O)COc3ccccc3)nc2c1	-7	50
Cn1c(=NC(=O)c2ccc(S(=O)(=O)N3CCCC3)cc2)sc2cc(Cl)ccc21	-1	0
CCOc1ccccc1NC(=O)c1cn2c(n1)CCCC2	-3	-3
O=C(Cc1ccc(Cl)cc1)N1CCC(N2CCN(Cc3ccccc3)C2=O)CC1	2	15
CCOC(=O)c1c2c(n3ccc(-c4ccncc4)cc13)C(=O)c1ccccc1C2=O	9	3
COc1ccc(CNC(=O)c2cnn3c(C)c(Cc4cccc(Br)c4)c(C)nc23)cc1	-7	9
O=C(NC12CC3CC(CC(C3)C1)C2)N1C2CCC1COC2	-3	-3
COC(=O)Cn1cnc2c(-c3ccccc3)csc2c1=O	-5	-5
NC(Cc1ccc(-c2csnn2)cc1)=NOC(=O)C1CC1	-12	nt
Cc1nc(-c2ccccc2)nc2sc(C(=O)c3ccc(F)cc3)c(N)c12	-5	nt
Cc1ccc(S(N)(=O)=O)c(I)c1	16	nt
CCC1COCCS(=O)(=O)N1Cc1ccc(Cl)cc1 (stereo not drawn)	-4	-8
CCc1ccc2nc(C)cc(C(=O)NC)c2c1	-3	5
Cc1c(Cl)cccc1NC1C=CS(=O)(=O)C1 (stereo not drawn)	-1	2
CCCNC(=O)N1CCCC1c1nc(-c2ccc(F)cc2F)no1 (stereo not drawn)	3	0
Cc1onc(-c2ccccc2Cl)c1C(=O)Nc1ccc2c(c1)CN(C(=O)C1CC1)CC2	-17	2
O=C(NCCc1ccccc1)c1csc(NS(=O)(=O)c2ccccc2)n1	-16	-6
O=C(CCc1ccccc1)Nc1nncs1	1	-4
Cc1c(C2=NOC(O)(C(F)(F)F)C2)sc2ccc(Cl)cc12 (stereo not drawn)	-9	nt
N/C(=N\OS(=O)(=O)c1ccccc1)c1cccnc1	0	i
O=C(NCc1ccc2c(c1)OCO2)C1CCCN(c2nccnc2Sc2ccccc2)C1 (stereo not drawn)	-2	9
COc1ccc(/C=c2\sc3n(c2=O)CN(c2ccc(C)cc2)CN=3)cc1	-2	-8
CNC(=O)OC(C)(C)C#Cc1cncnc1	-10	nt

Compound profiles (already shown). Order of values: Pf apPOL block | mHTT CaM bind
Entry for `CCc1ccc2nc(C)cc(C(=O)NC)c2c1` = -3 | 5
Entry for `COc1ccc(CNC(=O)c2cnn3c(C)c(Cc4cccc(Br)c4)c(C)nc23)cc1` = -7 | 9
Entry for `Cc1onc(-c2ccccc2Cl)c1C(=O)Nc1ccc2c(c1)CN(C(=O)C1CC1)CC2` = -17 | 2
Entry for `CCOc1ccccc1NC(=O)c1cn2c(n1)CCCC2` = -3 | -3
Entry for `Cc1nc(-c2ccccc2)nc2sc(C(=O)c3ccc(F)cc3)c(N)c12` = -5 | nt

(cont.)
SMILES	Pf apPOL block	mHTT CaM bind
CC(=O)Nc1ccc(S(=O)(=O)CCO)cc1	-2	-1
O=C(Cc1cccs1)Nc1ccc(-c2nnc3n2CCCCC3)cc1	-2	1
CCCN(Cc1ccsc1)S(=O)(=O)Cc1cccc(F)c1	-2	-46
O=C(C1CC1)N1CCc2sc(S(=O)(=O)NCc3ccc(F)cc3)cc2C1	-2	-8
CC(=O)N1CCCC2(CC(c3cccc(Cl)c3)=CO2)C1 (stereo not drawn)	-4	12
O=C1c2ccccc2-c2nc3ccccc3nc21	nt	0
CC(C)(O)C#Cc1ccc(C(=O)N2CCN(c3ccc([N+](=O)[O-])cc3)CC2)o1	-13	20
O=C(Nc1ccc(C(=O)N2CCOCC2)cc1)c1cccc(N=CC(O)CO)c1 (stereo not drawn)	-7	18
CCN(CC)C(=O)c1ccc(C)cc1Cl	2	-1
CC(=O)Nc1ccccc1NC(=O)COc1ccc(Cl)cc1C	-4	-3
O=C(Nc1c2c(nn1-c1cccc(Cl)c1)CS(=O)(=O)C2)c1ccc2c(c1)OCO2	-4	6
O=C1OC(c2ccc(-c3ccccc3)cc2)=N/C1=C\c1ccco1	-5	0
COc1ccc(CNS(=O)(=O)c2ccc(N3CCCC3)cc2Br)cc1	0	-1
CCc1nc(-c2cn(-c3ccccc3)nn2)no1	-1	1
CN1c2cc(Cl)ccc2C(=O)NC12CCN(C(=O)NC1CCCCC1)CC2	-1	-7
Cc1cc(Cl)ccc1OCCCC(=O)NCc1ccccn1	0	-5
CCOc1ccc(S(=O)(=O)Nc2cccc([N+](=O)[O-])c2)c2cccnc12	-6	6
CCCCN(CCCC)CCNC(=O)c1ccc2c(c1)NC(=O)C(N1CCOCC1)S2 (stereo not drawn)	-16	-3
O=C(CSc1nc2ccccc2o1)Nc1ccccc1C(F)(F)F	5	-9
CCN1C(=O)C(O)(CC(=O)c2ccc(OC)cc2OC)c2ccccc21 (stereo not drawn)	-7	3
Cc1ccc(N2CCC(C(=O)N(C)Cc3ccccc3)C2=O)cc1F (stereo not drawn)	-5	-5
CC(C)c1ccc(N2CCN(CC(=O)Nc3ccc(F)c(F)c3F)C2=O)cc1	-4	-4
COc1ccc(C=O)cc1OCc1ccccc1[N+](=O)[O-]	94*	1
CCCCNC(=O)c1c[nH]c2ccc(S(=O)(=O)N(C)c3ccc(C)c(C)c3)cc2c1=O	-13	10
CC(C)n1cc2cc(C(=O)NCCN3CCCCC3)sc2c1	-3	12

More records.
SMILES	Pf apPOL block	mHTT CaM bind
COc1cc2ccc(=O)oc2c(O)c1O	1	nt
CCCNC(=O)N(C)C1CCN(c2nccnc2OC)C1 (stereo not drawn)	0	-4
O=C(c1ccc(F)cc1F)N1CCCN(c2nc(-c3ccccc3)ns2)CC1	7	nt
COc1ccccc1C(=O)N1CCN(c2nc(C)cc(N3CCCCC3)n2)CC1	2	-6
CC(C)c1nc2sc3c(c2c(=O)n1N)CC(C)(C)OC3	-14	0
Cc1cc(C)cc(-n2c(CN3CCN(C(=O)Nc4ccccc4)CC3)nc3cccnc32)c1	2	10
CCOc1ccc2nc(NC(=O)Cc3ccccc3)sc2c1	-2	3
Cc1cccc(/C=C2/N=C(c3ccccc3[N+](=O)[O-])OC2=O)c1	0	18
c1coc(CCC2NCCn3cccc32)c1 (stereo not drawn)	nt	3
Cc1c(C(=O)O)sc2nc[nH]c(=O)c12	-4	-6
CC(C)(C)c1ccc(C(=O)NCc2nnc(SCC(=O)NC3CCCCC3)o2)cc1	-10	41
CCCCNC(=O)CSc1nc2ccccc2nc1Cc1ccc(F)cc1	0	-1
COC(OC)c1ccc(C#N)c(SC)n1	-2	nt
CCc1ccc(NC(=O)Cn2cnc3cc(C)c(C)cc32)cc1	-2	1
CC(C)CC(=O)Nc1ccc(N2CCN(C(=O)c3cccc(Cl)c3)CC2)nc1	-8	1
CC(NC(=O)CCc1nc2ccccc2n(Cc2c(F)cccc2Cl)c1=O)c1ccccc1 (stereo not drawn)	-13	-5
Cc1c(C(=O)NC2CCCCC2C)oc2ccc(S(=O)(=O)N3CCOCC3)cc12 (stereo not drawn)	-6	15
COc1ccc(OC)c(CN2CCc3nc(Nc4ccc5c(c4)OCO5)ncc3C2)c1	-1	39
Cc1nn(-c2ccccc2Cl)c(C(C)C)c1C(=O)NCC(C)C	-11	-4
CCSc1nnc(-c2nn(C)c3c2CN(C(=O)Cc2cccc(OC)c2)CC3)n1C	-5	8
COc1cc(C)nc(OCCNS(=O)(=O)c2ccc(C)cc2)n1	-10	-4
NC(=O)C1(N2CCCCC2)CCN(C2CC(=O)NC2=O)CC1 (stereo not drawn)	-3	3
CCOC(=O)N1CCN(C(=O)c2ccc(C)cc2Cl)CC1	-7	-5
CN(C)c1ccc(CN2CCc3nc(N4CCOCC4)ncc3C2)cc1	0	97*
O=C(c1ccc(-c2nc(-c3ccccc3)no2)cc1)N1CCCC1	-1	-9

Some of the entries so far, as labelled records:
SMILES: c1coc(CCC2NCCn3cccc32)c1 (stereo not drawn)
  Pf apPOL block: nt
  mHTT CaM bind: 3

SMILES: Cc1c(C(=O)O)sc2nc[nH]c(=O)c12
  Pf apPOL block: -4
  mHTT CaM bind: -6

SMILES: CC(C)(C)c1ccc(C(=O)NCc2nnc(SCC(=O)NC3CCCCC3)o2)cc1
  Pf apPOL block: -10
  mHTT CaM bind: 41

Continued.
SMILES	Pf apPOL block	mHTT CaM bind
C=CCOc1nc(-c2ccc(Cl)cc2)nc2ccccc12	-2	-29
O=C(O)c1nn2c(C(F)(F)F)cc(-c3ccccc3)nc2c1Br	-7	38
N#CC1=C(N)SC(N)=C(C#N)C1c1cccs1	-6	63*!
Cc1oc(C2CCN(C(=O)c3ccc(Br)cc3)CC2)nc1C(=O)N(C)C	-4	11
Cc1ccc(NC(=O)c2ccc(-c3cncnc3)nc2)c(C)c1	-2	2
Cc1ccccc1-c1nc(C2CCN(S(=O)(=O)c3ccc(F)cc3F)CC2)no1	2	1
COc1ccc(/C=C(\NC(=O)c2cccs2)C(=O)Nc2ccccc2C)cc1OC	3	30
COc1ccc(-c2cc(-c3ccccc3)nc(N)c2C#N)cc1	-5	-12
O=c1oc2ccccc2c(NCc2ccco2)c1[N+](=O)[O-]	1	-2
COc1ccc(S(=O)(=O)Nc2cccc(Cl)c2C)cc1OC	-3	-7
CCC(=O)N(Cc1ccc2c(c1)OCO2)C1CC(=O)N(c2ccc(Br)cc2)C1=O (stereo not drawn)	-8	5
CCOc1ccc(N2C(=O)CC(NCc3ccc4c(c3)OCO4)C2=O)cc1 (stereo not drawn)	-4	1
Cn1nc(-c2nc(-c3ccccc3)no2)c2c1CCN(C(=O)c1ccccn1)C2	-5	-3
CCOc1ccccc1NC(=O)c1cc(Br)ccc1OC	-8	-3
CC1=NOC(=O)/C1=C/c1ccccc1OCc1ccccc1Cl	-2	4
CCc1ccc(NC(=O)C2CCCCC2)cc1	-2	-4
O=c1c2c3c(sc2ncn1Cc1c(F)cccc1Cl)CCC3	-4	-5
CCc1ccccc1N(CC(=O)N1CCCC1)S(=O)(=O)c1ccccc1	-23	5
CC(C)C(=O)N1CCCN(c2ccc(NC(=O)Cc3ccccc3)cn2)CC1	-1	1
CSc1nnc(SC2=CC(=O)CC(c3ccccc3)C2)s1 (stereo not drawn)	2	nt
O=C(Cn1c(C(F)(F)F)nc2ccccc21)N1CCCc2ccccc21	-3	3
O=C(Cn1nnc(-c2ccccc2F)n1)Nc1ccc(Cl)c(Cl)c1	-2	5
Cc1ccc(C(=O)N2CCN(S(=O)(=O)c3ccccc3)C2c2ccc(N(C)C)cc2)cc1 (stereo not drawn)	2	53*
O=C(O)c1cccc(NC(=O)c2cccc(S(=O)(=O)N3CCc4ccccc43)c2)c1	1	6
CCCN(CCC)CCNS(=O)(=O)c1cc(Br)cc2c1N(C(C)=O)CC2	-1	-4

Later entries:
SMILES	Pf apPOL block	mHTT CaM bind
CC(O)(CNC(=O)C(=O)NCCC1=CCCCC1)c1ccc2c(c1)OCO2 (stereo not drawn)	-1	-2
O=C1OC(/C=C/c2ccccc2)=NC/1=C/c1ccccc1Cl	-2	14
CN(C)C(=O)c1ccccc1C(=O)N(C)C	-12	-3
CN(C)c1nc(Oc2ccc(/C=N/O)cc2)nc(N(C)C)n1	-5	i
Cc1cc(OCc2nc(-c3ccncc3)no2)cc(C)c1Cl	-1	2
CCc1ccccc1NC(=O)N1CCC(N2CCN(Cc3cccc(C)c3)C2=O)CC1	1	14
COc1ccc(-c2nc3s/c(=C\c4ccc(Cl)cc4)c(=O)n3n2)cc1	4	2
CCc1[nH]nc(-c2ccc(C)cc2C)c1NC(=O)C1CC1	4	9
CC(C)CC(=O)NCCC1CCN(C(=O)c2ccccc2)CC1	-4	30
Cc1cc2c(s1)CCCCC(=O)N2	-2	-7
O=C(Cc1nnc(-c2ccc3ncccc3c2)o1)Nc1ccc(F)cc1F	0	7
Cc1ccccc1C1CCCN1C(=O)c1cnn2c(C(F)(F)F)cc(-c3ccco3)nc12 (stereo not drawn)	-3	27
COc1cc(/C=C(\C#N)c2nn(CCO)c(N)c2C#N)cc(Br)c1OC	-3	46
Cc1cccc(-c2noc(C3CCCN3C(=O)Nc3ccc4c(c3)OCO4)n2)c1 (stereo not drawn)	-1	23
CCCCN(CC)S(=O)(=O)c1ccc(C(=O)Nc2nnc(C3CC3)o2)cc1	-18	16
CCN(CC)c1ncc2c(n1)CCC(C(=O)NCc1nc3ccccc3n1C)C2 (stereo not drawn)	-3	19
CN1CCC(N(C)Cc2c(F)cccc2Cl)CC1	3	3
Cc1noc(C)c1C1CCCN1Cc1ccccc1O (stereo not drawn)	0	-6
CCOc1cc(/C=C2\SC(=N)NC2=O)ccc1OCc1ccc(F)cc1	-4	60*
CN(C)C1C(c2ccccc2)=C(c2ccccc2)SC(c2ccccc2)C1[N+](=O)[O-] (stereo not drawn)	25	nt
Cc1nc(NCCNS(=O)(=O)Cc2ccccc2)cc(-n2ccnc2C)n1	-2	-4
Cc1ccc(NC(=O)CCCN2C(=O)c3cccnc3C2=O)cc1	-55	7
CSc1ccccc1NC(=O)c1ccc(=O)n(C)n1	-13	-15
Cc1csc(NC2CCCCC2)[n+]1C	-4	nt
O=C(Nc1cccc(N2CCCN(Cc3ccccc3F)C2=O)c1)c1cccs1	-1	1
Cc1ccc(C(=O)NC2CCS(=O)(=O)C2)cc1[N+](=O)[O-] (stereo not drawn)	-3	4
CC12CC(NC(=O)N1c1ccc(Cl)cc1Cl)c1cc(Br)ccc1O2 (stereo not drawn)	6	0
